All columns: NCI-60 one-dose screen, growth in % after 48 h at 10 µM unless noted; 100 = growth as untreated, 0 = no growth, -100 = all killed.
U251 – U251 CNS tumor cells; 80,000 compounds, 5.4% hits; AID 1794753
ACHN – ACHN renal cancer; 81,000 compounds, 4.9% hits; AID 1794771
786-0 – 786-0 renal cancer cells; 81,000 compounds, 5.1% hits; AID 1794775
CAKI-1 – CAKI-1 renal cancer; AID 1794772; 75,000 compounds, 4.7% hits
RXF 393 – RXF 393 renal cancer cells; 77,000 compounds, 6.9% hits; AID 1794773
TK-10 – TK-10 renal cancer cells | AID 1794769 | 81,000 compounds, 3.9% hits
UO-31 – UO-31 renal cancer | 81,000 compounds, 5.2% hits
SN12C – SN12C renal cancer cells | 81,000 compounds, 3.8% hits
A498 – A498 renal cancer cells. 76,000 compounds, 5.4% hits. AID 1794774
* marks the source's active call; other numbers are inactive results; & = joins results of further samples; [ ] = dose if it differs, or a comment. The calls were made as follows: active = growth percent below 10; inactive = the rest.

Results for C=C(C)C1CCC(C)=CC1c1c(OC(=O)CCCCC2CCSS2)cc(CCCCC)cc1OC(=O)CCCCC1CCSS1 (stereo not drawn) ?
U251: 100; ACHN: 103; 786-0: 101; CAKI-1: 95; TK-10: 94; UO-31: 76; SN12C: 101; A498: 113

Results for CCOC(=O)C1CC(C)=C(C)CC1C(=O)O (stereo not drawn) ?
U251: 112; ACHN: 108; 786-0: 104; CAKI-1: 102; RXF 393: 91; TK-10: 127; UO-31: 90; SN12C: 97; A498: 154

How did C=CCOC(=O)CC(=O)c1ccccc1 do in these assays?
U251: 95; ACHN: 106; 786-0: 95; CAKI-1: 100; RXF 393: 103; TK-10: 81; UO-31: 86; SN12C: 103; A498: 90

How did NC1=Nc2cc(OCCCN3CCCC3)c(OCC3CC3)cc2C12CCCC2 do in these assays?
U251: 85; ACHN: 104; 786-0: 96; RXF 393: 80; TK-10: 75; UO-31: 89; SN12C: 102; A498: 83

How did Cn1c(=O)c2[nH]c(SCc3cccnc3)nc2n(C)c1=S do in these assays?
U251: 106; ACHN: 101; 786-0: 108; CAKI-1: 92; RXF 393: 130; TK-10: 114; UO-31: 87; SN12C: 107

What do the screens show for `COc1ccc(-c2nnc(-c3nc4ccccc4nc3Cl)o2)cc1`?
U251: 104; ACHN: 103; 786-0: 109; CAKI-1: 88; RXF 393: 112; TK-10: 144; UO-31: 73; SN12C: 102; A498: 121

What do the screens show for `CP(C)(=O)O[C@@H]1C(=O)N(c2cc3c4ccccc4ccc3c3ccccc23)[C@H]1c1ccc(F)cn1`?
U251: 77; ACHN: 82; 786-0: 94; RXF 393: 93; TK-10: 102; UO-31: 68; SN12C: 91; A498: 71

How did COc1ccc(-c2nc3ccccc3n2CC(=O)N=Nc2c(O)[nH]c3ccc(Cl)cc23)cc1 do in these assays?
U251: 76; ACHN: 98; 786-0: 81; CAKI-1: 76; RXF 393: 57; TK-10: 71; UO-31: 86; SN12C: 89; A498: 127

What do the screens show for `C#CCOc1ccc(CNS(=O)(=O)c2ccc(C)cc2)cc1OC`?
U251: 103; ACHN: 104; 786-0: 107; CAKI-1: 93; RXF 393: 95; TK-10: 103; UO-31: 81; SN12C: 101; A498: 81

How did Fc1ccc(C2=NN(c3cc(Cl)cc(Cl)c3)C(c3sc(Cl)nc3Cl)C2)cc1 (stereo not drawn) do in these assays?
U251: 95; ACHN: 102; 786-0: 100; CAKI-1: 94; RXF 393: 107; TK-10: 113; UO-31: 79; SN12C: 99; A498: 103

What do the screens show for `CCOC(=O)c1ccc(OCC)cc1O`?
U251: 104; ACHN: 114; 786-0: 110; CAKI-1: 104; RXF 393: 117; TK-10: 99; UO-31: 94; SN12C: 104; A498: 85

What do the screens show for `CC1([N+](=O)[O-])COC(c2ccccc2)OC1` (stereo not drawn)?
U251: 100; ACHN: 106; 786-0: 99; CAKI-1: 104; RXF 393: 111; TK-10: 91; UO-31: 89; SN12C: 102; A498: 111

Results for O=C(NCCNCCO)c1cc([N+](=O)[O-])cc([N+](=O)[O-])c1O ?
U251: 99; ACHN: 107; 786-0: 104; CAKI-1: 100; RXF 393: 109; TK-10: 101; UO-31: 96; SN12C: 96; A498: 106

What do the screens show for `CCC(=O)OC1CCC(C(C)CC)CC1` (stereo not drawn)?
U251: 91; ACHN: 104; 786-0: 108; CAKI-1: 96; RXF 393: 111; TK-10: 95; UO-31: 90; SN12C: 103; A498: 89

What do the screens show for `CCCCCCCCCCCCCCCC(=O)OCC(O)C1OC(=O)C(O)=C1O` (stereo not drawn)?
U251: 95; ACHN: 100; 786-0: 117; CAKI-1: 109; RXF 393: 120; TK-10: 103; UO-31: 89; SN12C: 100; A498: 82

How did Cc1ccc(NCCCN2CCN(CCCNc3ccc(C)c4sc5ccccc5c(=O)c34)CC2)c2c(=O)c3ccccc3sc12 do in these assays?
U251: 99; ACHN: 96; 786-0: 109; CAKI-1: 106; RXF 393: 114; TK-10: 103; UO-31: 95; SN12C: 99; A498: 102

What do the screens show for `N#CC1=C(N)Oc2c(sc3c(Br)cccc23)C1c1ccc(F)cc1` (stereo not drawn)?
U251: 21; ACHN: 31; 786-0: 12; CAKI-1: 47; RXF 393: -2.9*; TK-10: 43; UO-31: 34; SN12C: 27; A498: 18

How did Cc1cc(NC(=O)COc2ccc(/C=C3/SC(=O)NC3=O)cc2)no1 do in these assays?
U251: 88; ACHN: 100; 786-0: 104; CAKI-1: 105; RXF 393: 147; TK-10: 111; UO-31: 68; SN12C: 93; A498: 107

How did CC1CN(c2oc(-c3ccc([N+](=O)[O-])cc3)nc2C#N)CC(C)O1 (stereo not drawn) do in these assays?
U251: 104; ACHN: 108; 786-0: 104; CAKI-1: 98; RXF 393: 108; TK-10: 109; UO-31: 82; SN12C: 92; A498: 97

How did CC(=O)c1cc(C(=O)c2ccc3c(c2)Sc2ccccc2N3)c2c(C)cc(C)cn12 do in these assays?
U251: 15; ACHN: 12; 786-0: 4.0*; CAKI-1: 9.6*; RXF 393: 34; TK-10: 35; UO-31: 22; SN12C: 21; A498: -27*

Results for N#Cc1c(N2CCOCC2)nc2sc3cccc(Cl)c3n2c1=N ?
U251: 91; ACHN: 92; CAKI-1: 81; RXF 393: 125; TK-10: 121; UO-31: 74; SN12C: 108

How did S=C1NCCNC(=S)SSSS1 do in these assays?
U251: 108; ACHN: 101; 786-0: 116; CAKI-1: 112; RXF 393: 120; TK-10: 110; UO-31: 95; SN12C: 106; A498: 113

What do the screens show for `O=C(Nc1ccc(Oc2ccc(Cl)cc2)c(Cl)c1)c1cc(I)cc(I)c1O`?
U251: 80; ACHN: 89; 786-0: 80; CAKI-1: 64; RXF 393: 67; TK-10: 107; UO-31: 78; SN12C: 77; A498: 41

What do the screens show for `CC1(C)CC[C@]23CC[C@]4(C)[C@H](CC[C@@H]5[C@@]6(C)C/C(=C/c7ccncc7)C(=O)C(C)(C)[C@@H]6CC[C@]54C)[C@H]2[C@H]1OC3=O`?
U251: 39[100 µM]; ACHN: 44[100 µM]; 786-0: 31[100 µM]; CAKI-1: 51[100 µM]; RXF 393: 44[100 µM]; TK-10: 52[100 µM]; UO-31: 92[100 µM]; SN12C: 66[100 µM]; A498: 59[100 µM]

What do the screens show for `Nc1ncnc2c1ncn2C1OCC(O)C1O` (stereo not drawn)?
U251: 91; ACHN: 97; 786-0: 90; CAKI-1: 104; RXF 393: 103; TK-10: 106; UO-31: 85; SN12C: 92; A498: 93

What do the screens show for `CC(C)(C)NC(=O)c1c(-c2ccccc2)nc(SCc2cc(=O)oc3ccc(F)cc23)[nH]c1=O`?
U251: 98; ACHN: 97; 786-0: 98; CAKI-1: 101; RXF 393: 114; TK-10: 107; UO-31: 87; SN12C: 100

How did CCCCOc1ccc2nc3cc(Cl)ccc3c(Cl)c2n1 do in these assays?
U251: 99; ACHN: 105; 786-0: 109; CAKI-1: 88; RXF 393: 111; TK-10: 142; UO-31: 76; SN12C: 96; A498: 85

How did Cc1cn(-c2cc(NC(=O)c3cccc(C#Cc4cccc5[nH]nc(N)c45)c3)cc(C(F)(F)F)c2)cn1 do in these assays?
U251: 44; ACHN: 22; 786-0: 26; CAKI-1: 76; RXF 393: -6.9*; TK-10: 79; UO-31: 9.1*; SN12C: 30; A498: 35

How did COc1ccc2[nH]cc(C3(c4c[nH]c5ccc(OC)cc45)C(=O)Nc4ccc(Br)cc43)c2c1 do in these assays?
U251: 90; ACHN: 93; 786-0: 109; CAKI-1: 86; RXF 393: 98; TK-10: 129; UO-31: 65; SN12C: 99; A498: 96

How did CCCCCCCCCCCCCCCCNC(=S)N/N=C/c1cccc(OC)c1OC do in these assays?
U251: 94; ACHN: 112; 786-0: 103; TK-10: 112; UO-31: 80; SN12C: 100; A498: 117

How did Cc1ccc(C)c2c1CC/C(=C\c1ccccc1[N+](=O)[O-])C2=O do in these assays?
U251: 80; ACHN: 85; 786-0: 82; RXF 393: 90; TK-10: 92; UO-31: 59; SN12C: 86; A498: 94

Results for CCOC(=O)C1C(=O)Nc2nc3ccccc3n2C1c1cccs1 (stereo not drawn) ?
U251: 110; ACHN: 89; 786-0: 99; CAKI-1: 83; RXF 393: 118; TK-10: 100; UO-31: 99; SN12C: 104; A498: 94

What do the screens show for `Cn1c(SCC(=O)c2ccco2)nc2ccccc2c1=O`?
U251: 105; ACHN: 101; 786-0: 110; CAKI-1: 75; RXF 393: 124; TK-10: 146; UO-31: 69; SN12C: 105; A498: 144

Results for Cc1nn(-c2ccc(Br)cc2)c2nc(CCl)[nH]c(=O)c12 ?
U251: 98; ACHN: 95; 786-0: -89*; CAKI-1: 96; RXF 393: 119; TK-10: 111; UO-31: -90*; SN12C: 100

How did c1ccc(SCCCc2ccncc2)cc1 do in these assays?
U251: 85; ACHN: 101; 786-0: 99; CAKI-1: 100; RXF 393: 100; UO-31: 89; SN12C: 95; A498: 60

Results for CCOC(=O)Cc1csc(/N=C\c2c(O)c3ccccc3oc2=O)n1 ?
U251: 79; ACHN: 63; 786-0: 83; CAKI-1: 77; RXF 393: 79; TK-10: 91; UO-31: 79; SN12C: 90; A498: 46

How did O=C(N/N=c1/oc2ccccc2cc1-c1cc2ccccc2[nH]1)c1ccc(Cl)cc1 do in these assays?
U251: 89; ACHN: 90; 786-0: 103; CAKI-1: 86; RXF 393: 107; TK-10: 145; UO-31: 82; SN12C: 86

Results for COC(=O)C(C(Br)C(=O)c1ccccc1)C(c1ccccc1)[N+](=O)[O-] (stereo not drawn) ?
U251: 99&101; ACHN: 110&111; 786-0: 94; CAKI-1: 97&103; RXF 393: 107&92; TK-10: 121&114; UO-31: 93&93; SN12C: 106&107; A498: 103

What do the screens show for `CCCCCCCCCCCCCCNc1nc(-c2ccc(C(F)(F)F)cc2)ncc1-c1ccc(C(F)(F)F)cc1`?
U251: 105; ACHN: 102; 786-0: 99; CAKI-1: 101; RXF 393: 103; TK-10: 106; UO-31: 86; SN12C: 109; A498: 105

How did c1ccc(-c2nc3sc(-c4ccccc4)cn3n2)cc1 do in these assays?
U251: 94; ACHN: 85; 786-0: 105; CAKI-1: 91; RXF 393: 98; TK-10: 127; UO-31: 47; SN12C: 79; A498: 86

Results for CC(=O)OCC(=O)COC(C)=O ?
U251: 113; ACHN: 106; 786-0: 102; CAKI-1: 87; RXF 393: 105; TK-10: 99; SN12C: 97; A498: 117

What do the screens show for `CCN1CCN(c2c(C(=O)c3ccccc3)cnc3cc(OC)c(OC)cc23)CC1`?
U251: 82; ACHN: 92; 786-0: 88; CAKI-1: 91; RXF 393: 91; TK-10: 97; UO-31: 47; SN12C: 81; A498: 74

How did Oc1c(Cl)cc(Cl)c2cccnc12 do in these assays?
U251: 36; ACHN: 42; 786-0: 74&69; CAKI-1: 51&46; RXF 393: 67; TK-10: 107&53; UO-31: 25&43; SN12C: 57; A498: 67&68

What do the screens show for `COc1cc2nc(Nc3cccc(C(=O)O)c3)nc(N)c2cc1OC`?
U251: 99; ACHN: 94; 786-0: -10.0*; CAKI-1: 94; RXF 393: 106; TK-10: 108; UO-31: 78; SN12C: 95; A498: 117

Results for c1ccc(-c2ccc(-c3nnc(-c4ccccc4)o3)cc2)cc1 ?
U251: 98; ACHN: 115; 786-0: 87; CAKI-1: 110; RXF 393: 107; TK-10: 87; UO-31: 101; SN12C: 99; A498: 93

Results for S=C(N/N=C/c1cc(Cl)cc(Cl)c1)NC12CC3CC(CC(C3)C1)C2 ?
U251: 41; ACHN: 4.4*; 786-0: 71; CAKI-1: -1.8*; RXF 393: 67; TK-10: 11; UO-31: 69; SN12C: 89; A498: 57

What do the screens show for `O=C(O)c1cc(-c2ccc(Cl)cc2)nc2c(Cl)cccc12`?
U251: 93; ACHN: 89; 786-0: 103; CAKI-1: 83; RXF 393: 132; TK-10: 98; UO-31: 72; SN12C: 93; A498: 74

How did COc1ccc(-c2[nH]c3ncc(-c4ccc(F)cc4)n3c(=O)c2C#N)cc1 do in these assays?
U251: 93; ACHN: 97; 786-0: 104; CAKI-1: 92; RXF 393: 109; TK-10: 93; UO-31: 84; SN12C: 95; A498: 95

What do the screens show for `COc1cccc(CC(C)=C(c2ccc(OCCCN(C)C)cc2)c2ccc(OCCCN(C)C)cc2)c1`?
U251: -95*; ACHN: -98*; 786-0: -86*; CAKI-1: -98*; RXF 393: -90*; TK-10: -93*; UO-31: -98*; SN12C: -85*; A498: 19

What do the screens show for `COc1ccc(/C=C(/C(=O)n2cnnn2)c2cc(OC)c(OC)c(OC)c2)cc1`?
U251: 18; ACHN: 48; 786-0: 36; CAKI-1: 36; RXF 393: -4.4*; TK-10: 45; UO-31: 42; SN12C: 43; A498: 1.9*

Molecules above containing a thiophene ring, fused or not (2):
What do the screens show for `N#CC1=C(N)Oc2c(sc3c(Br)cccc23)C1c1ccc(F)cc1` (stereo not drawn)?
U251: 21; ACHN: 31; 786-0: 12; CAKI-1: 47; RXF 393: -2.9*; TK-10: 43; UO-31: 34; SN12C: 27; A498: 18

Results for CCOC(=O)C1C(=O)Nc2nc3ccccc3n2C1c1cccs1 (stereo not drawn) ?
U251: 110; ACHN: 89; 786-0: 99; CAKI-1: 83; RXF 393: 118; TK-10: 100; UO-31: 99; SN12C: 104; A498: 94

2 records picked at random from the list so far, as already listed:
How did Oc1c(Cl)cc(Cl)c2cccnc12 do in these assays?
U251: 36; ACHN: 42; 786-0: 74&69; CAKI-1: 51&46; RXF 393: 67; TK-10: 107&53; UO-31: 25&43; SN12C: 57; A498: 67&68

Results for CC(=O)OCC(=O)COC(C)=O ?
U251: 113; ACHN: 106; 786-0: 102; CAKI-1: 87; RXF 393: 105; TK-10: 99; SN12C: 97; A498: 117

From PubChem
